Compound activity: PubChem BioAssay, National Center for Advancing Translational Sciences (NCATS)
ELG1 DNA repair: blocks ELG1-dependent DNA repair in HEK293T cells; HEK293T ELG1-luciferase reporter, luminescence, 16 h; DNA damage induced by 5-fluorouridine; 330,000 tested, 2.3% active; Potency, µM (doses to about 46.1 µM), without a hit: at the highest dose activity change, negative = inhibition, most hits filed as inhibitors; AID 504467; also: potency is read from the fitted curve at half-maximal effect; % is scaled to controls: 0 for no effect and ±100 for the full control effect; nearly all actives have a fitted effect of over 55% in size
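Cells (2,000 per well) received 5-fluorouridine plus test compound or DMSO and were incubated 16 hr at 37 °C, 5% CO2. Luciferase activity was read by luminescence 30 min after ONE-Glo addition; signal suppression marked inhibition of damage-induced ELG1 function.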
Integrin act MD: integrin-mediated muscular dystrophy alleviation activation. alpha7betagal myoblasts, beta-gal FDG fluorescence, 48 h. Potency, µM (highest dose often 38.3 µM), without a hit: at the top dose activation, hits mostly activators. 350,000 tested, 0.064% active;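 also: potency is read from the fitted curve at half-maximal effect; 100% = response of the positive control SU9516; nearly all actives have a fitted effect of over 60% in size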
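alpha7betagal+/- myoblasts (passage 13, 250/well) treated 48 h at 37C with compounds at 1:260 dilution of DMSO stock. Lysed, then beta-galactosidase activity read as FDG fluorescence (ex 480/em 540) after 30 min, with pre-read for autofluorescence.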
B2AR arrestin: agonists driving beta-arrestin recruitment to human beta2-adrenergic receptor. P07550. beta-arrestin recruitment to beta2AR, cell-based reporter. Potency, µM (series often up to 46.1 µM), for inactives: at the top dose activation, hits mostly activators. 330,000 tested, 0.02% active. AID 492947;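 also: potency is read from the fitted curve at half-maximal effect; 0% = DMSO controls and full agonism = EC100 isoproterenol or metaproterenol; nearly all actives have a fitted effect of over 65% in size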
CXXC DNA block: MLL CXXC-DNA interaction inhibition; MLL-CXXC / FITC-HOXA9 DNA fluorescence polarization; Potency, µM (doses to about 115 µM), for inactives: at the top dose activity change, negative = inhibition, usual class: inhibitors; 290,000 tested, 0.037% active; active = well fitted inhibition curve with a large enough effect in the polarisation, with a control signal flat, not every such curve was filed as active; inconclusive = small, poorly fitted or top-dose-only effect, or effect the other way, or a change in a side signal; inactive = no such curve, though single readings can be large or run the other way; the % refers to the polarisation; also: potency is read from the fitted curve at half-maximal effect
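Steps: dispense CXXC domain solution (7 uM) → pin compounds or unlabeled HOX-A9 DNA control → 5 min ambient → add FLSN-HOX-A9 solution (50 nM) → spin → 30 min ambient → fluorescence polarization. Tris pH 7.5/NaCl/DTT/BSA buffer.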
PTAP TSG101 blk: blocks PTAP/TSG101 interaction to inhibit HIV-1 budding; AID 493005; Potency, µM (series often up to 115 µM), inactives show top-dose activity change, negative = inhibition, most hits filed as inhibitors; Fluorescence polarization, FITC-PTAP peptide / Tsg101 binding; 340,000 tested, under 10 active; Q99816; active = well fitted inhibition curve with a large enough effect in the main read-out, with a control signal flat, not every such curve was filed as active; inconclusive = small, poorly fitted or top-dose-only effect, or effect the other way, or a change in a side signal; inactive = no such curve, though single readings can be large or run the other way; also: potency is read from the fitted curve at half-maximal effect; % of control where 0% means no effect
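Compounds were pin-transferred onto Tsg101 binding domain (10 uM final) in HEPES pH 7.5 buffer, then FITC-PTAP peptide was added at 50 nM final. After 20 min at RT, polarization reported peptide displacement across a qHTS concentration series.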
p53 reactivation: restores transcriptional activity of mutant p53 | H1299 p53-A138V BP100-luciferase reporter, luminescence, 24 h | Potency, µM (top dose mostly 92.2 µM), inactives show top-dose activity change, positive = activation, most hits filed as activators | 320,000 tested, 0.063% active; also: potency is read from the fitted curve at half-maximal effect; % of control where 0% means no effect; nearly all actives have a fitted effect of over 45% in size
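p53-null H1299 cells stably carrying temperature-sensitive p53-A138V and a BP100-luciferase reporter were pinned with compounds (4-point, 1:5 series) and held 24 hrs at 37 deg C. Luminescence was read 10 min after detection reagent.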
TRPV1 agonist: human TRPV1 agonism. Q8NER1. TRPV1-expressing cells, Fluo-8 calcium influx, agonist mode. activation, % at 8.33 µM. 320,000 tested, 0.19% active. AID 540275; in the data active = activation above about 80%; inconclusive = between about 30% and that limit; also: 0% is about no effect
Target sequence (Q8NER1 whole entry, looked up): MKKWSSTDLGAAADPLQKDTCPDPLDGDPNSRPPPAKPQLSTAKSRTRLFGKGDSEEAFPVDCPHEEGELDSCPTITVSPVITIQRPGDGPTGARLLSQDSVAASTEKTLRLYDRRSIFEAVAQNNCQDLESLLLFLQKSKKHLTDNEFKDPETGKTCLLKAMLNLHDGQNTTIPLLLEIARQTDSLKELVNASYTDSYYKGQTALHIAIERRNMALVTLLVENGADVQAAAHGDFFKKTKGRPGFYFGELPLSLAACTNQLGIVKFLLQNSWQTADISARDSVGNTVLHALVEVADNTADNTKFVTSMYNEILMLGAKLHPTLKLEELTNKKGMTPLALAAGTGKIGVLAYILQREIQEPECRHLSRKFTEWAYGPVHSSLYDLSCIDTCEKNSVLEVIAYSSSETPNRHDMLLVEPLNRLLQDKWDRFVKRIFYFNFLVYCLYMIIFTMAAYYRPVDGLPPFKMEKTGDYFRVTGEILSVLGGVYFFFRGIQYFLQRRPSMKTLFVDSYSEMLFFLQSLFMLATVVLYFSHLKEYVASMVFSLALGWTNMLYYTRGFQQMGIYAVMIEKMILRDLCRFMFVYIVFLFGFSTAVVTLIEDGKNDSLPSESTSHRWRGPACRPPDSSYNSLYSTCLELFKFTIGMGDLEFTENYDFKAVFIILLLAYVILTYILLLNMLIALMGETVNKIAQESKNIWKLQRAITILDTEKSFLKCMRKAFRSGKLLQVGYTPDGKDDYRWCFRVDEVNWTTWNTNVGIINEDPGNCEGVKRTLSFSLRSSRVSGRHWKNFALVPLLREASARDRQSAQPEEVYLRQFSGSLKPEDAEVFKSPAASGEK
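Fluo-8 calcium influx in TRPV1-expressing cells, kinetic read (ex 480/em 520 nm). Compound added and read 3 min for agonist activity, followed by capsaicin at EC20 final and 2 min further read for enhancement.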
AT treatment: potential ataxia-telangiectasia treatment; […] A-T fibroblasts, KAP-1 phosphorylation AlphaLISA; neocarzinostatin DNA damage 30 min before lysis; 320,000 tested, 0.19% active; Potency, µM (titrated, usually from 57.5 µM), for inactives: top-dose activation, usual class: activators; AID 485349; also: potency is read from the fitted curve at half-maximal effect; % of control where 0% means no effect; nearly all actives have a fitted effect of over 45% in size
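hTERT-immortalized A-T patient fibroblasts ([…]), 500 cells/well in OPTI-MEM, 1% FBS, got compounds for 60 min, then NCS for 30 min at 37C. Lysates were then assayed for phospho-KAP-1 by AlphaLISA (anti-pKAP1 donor, anti-KAP1 acceptor beads), 6 hr at 25C.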
BRCA1 expr up: activators of BRCA1 expression; AID 624202; MCF7-BRCA1-FFLuc reporter, luminescence, 48 h; response scale: scaled: vehicle 0%, 10 µM genistein 100%; 380,000 tested, 1.1% active; Potency, µM (top dose mostly 46.1 µM), for inactives: at the highest dose activation, usual class: activators; also: potency is read from the fitted curve at half-maximal effect; nearly all actives have a fitted effect of over 80% in size; some results filed as inactive show a strong effect at the top dose
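Luminescence from a BRCA1-driven firefly luciferase in MCF7 cells was read after 48 h compound exposure at 37 C. Data normalized against DMSO and a 10microM genistein activation control, then curve-fitted across the titration.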
TCR act: activators of T cell receptors; 330,000 tested, under 10 active; Potency, µM (top dose mostly 9.22 µM), inactives show top-dose activation of IL-2 secretion, most hits filed as activators; AID 504894; primary human leukocytes, anti-CD3, IL-2 HTRF, 48 h; also: % of control where 0% means no effect
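Readout: HTRF IL-2, Eu-cryptate/d2 antibody pair, 320nm excitation, 665nm emission. Stimulus: a-CD3 beads, no co-stimulation. Cells: primary human leukocytes. Exposure: 48 hr with compound.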
* hit, by the source's call; ? = inconclusive; · = no result given; [ ] = remark or other dose. Unless noted, calls follow the shape of the dose curve; as a rule, active = well fitted curve in the direction sought with a large enough effect; inconclusive = small, poorly fitted or top-dose-only effect, or another doubt; inactive = no such curve, though single readings can be large; an effect the other way counts as inactive or inconclusive.

SMILES	ELG1 DNA repair	Integrin act MD	B2AR arrestin	CXXC DNA block	PTAP TSG101 blk	p53 reactivation	TRPV1 agonist	AT treatment	BRCA1 expr up	TCR act
Cc1c(C)c2ccc(OCC(=O)N[C@@H](Cc3c[nH]c4ccccc34)C(=O)O)cc2oc1=O	4%	-10%	-2.0%	-4%	0%	·	-2	-12%	-1%	1%
O=c1[nH]c(N/N=C\c2ccc3c(c2)OCO3)nc2ccccc12	?	-8%	-0.1%	7%	-1%	?	16	5%	?	12%
COc1ccc(Nc2sc(C(=O)c3ccc(Cl)cc3)c(N)c2C(=O)Nc2ccccc2OC)cc1	?	1%	0.4%	3%	0%	3%	2	1%	-93%	8%
Fc1ccc(COc2ccccc2CNc2nn[nH]n2)cc1	2%	18%	-0.2%	5%	1%	-1%	1	-1%	3%	-5%
COc1cc([N+](=O)[O-])cc(/C=N/NC(=O)Cn2cncn2)c1O	?	?	1.1%	0%	-1%	2%	-1	-5%	0%	9%
CCNC(=O)COC(=O)c1ccc(S(=O)(=O)N2CCCCCC2)cc1	-1%	0%	-0.2%	15%	-3%	20%	3	·	-33%	4%
CNS(=O)(=O)c1ccc(Cl)nc1	9%	5%	-0.2%	-6%	-1%	12%	-1	-2%	-18%	3%[46.1 µM]
CC(=O)N1CCCc2cc(S(=O)(=O)N(C)CCC#N)ccc21	-10%	9%	-0.1%	-1%	0%	-15%	-1	-2%	0%	2%
CC(NC(=O)Cn1cc(C(F)(F)F)cc(Cl)c1=O)c1ccccc1 (configuration not stated)	6%	7%	-0.5%	3%	-5%	1%	5	0%	1%	-1%
COc1ccc(N(CC(=O)Nc2c(C)cccc2C)S(=O)(=O)c2ccccc2[N+](=O)[O-])c(OC)c1	-8%	-4%	0.5%	2%	-2%	-2%	-1	-4%	0%	-1%
COc1ccc(NC2CCCN(C(=O)CCc3cccc(Cl)c3)C2)cc1 (configuration not stated)	-12%	?	0.1%	-4%	-7%	-7%	?	5%	-11%	-6%
CC(C)N(Cc1nc(-c2ccc(Cl)cc2)no1)C(=O)C(c1ccccc1)c1ccccc1	-16%	5%	-0.1%	-10%	-5%	-1%	6	1%	-18%	1%
Cc1cc(-c2ccc(Cl)cc2)oc(=O)c1NC(=O)c1ccccc1	-1%	20%	0.2%	2%	-4%	4%	4	5%	15%	6%
CCCOc1ccc(/C(O)=C2/C(=O)C(=O)N(CCCOC)C2c2cccnc2)cc1 (configuration not stated)	3%	12%	-0.2%	10%	-4%	1%	-3	-7%	-6%	-1%
CN(Cc1ccc(OC(F)F)cc1)C(=O)c1ccc2c(=O)n3c(nc2c1)CCC3	2%	14%	1.0%	·	0%	-6%	-2	-1%	-4%	-4%
CC1(C)CC2CC(C)(CN2C(=O)C23CCC(C)(C(=O)O2)C3(C)C)C1 (configuration not stated)	-5%	15%	-0.4%	6%	-3%	-14%	17	1%	0%	·
CCCCOc1ccc(C(=O)NCC(=O)NCC(c2ccco2)N2CCCCC2)cc1 (configuration not stated)	-7%	-7%	0.0%	·	-7%	0%	-2	-3%	-9%	1%
COc1ccc(N(C(C)C(=O)N/N=C/c2ccc(OC)c(OC)c2)S(C)(=O)=O)cc1 (configuration not stated)	10%	?	0.0%	0%	-3%	-4%	2	-2%	-10%	3%
CCOc1ccc(C2/C(=C(\O)c3ccc4c(c3)OCCO4)C(=O)C(=O)N2CCN2CCOCC2)cc1OCC (configuration not stated)	13%	-25%	-0.3%	9%	-2%	11%	0	-1%	0%	-1%
CN(CC(=O)Nc1ccccc1Br)C(=O)c1ccc(COc2ccccc2)cc1	6%	-8%	-0.3%	-5%	5%	10%	6	20%	53%	1%

Ordered by the number under p53 reactivation (low to high): some entries from above
| canonical_smiles | p53 reactivation |
| --- | --- |
| COc1ccc(N(C(C)C(=O)N/N=C/c2ccc(OC)c(OC)c2)S(C)(=O)=O)cc1 (configuration not stated) | -4% |
| CCCOc1ccc(/C(O)=C2/C(=O)C(=O)N(CCCOC)C2c2cccnc2)cc1 (configuration not stated) | 1% |
| CN(CC(=O)Nc1ccccc1Br)C(=O)c1ccc(COc2ccccc2)cc1 | 10% |
| CCOc1ccc(C2/C(=C(\O)c3ccc4c(c3)OCCO4)C(=O)C(=O)N2CCN2CCOCC2)cc1OCC (configuration not stated) | 11% |

Returning to the listing; the two compounds before the break are reprinted first.
SMILES	ELG1 DNA repair	Integrin act MD	B2AR arrestin	CXXC DNA block	PTAP TSG101 blk	p53 reactivation	TRPV1 agonist	AT treatment	BRCA1 expr up	TCR act
CCOc1ccc(C2/C(=C(\O)c3ccc4c(c3)OCCO4)C(=O)C(=O)N2CCN2CCOCC2)cc1OCC (configuration not stated)	13%	-25%	-0.3%	9%	-2%	11%	0	-1%	0%	-1%
CN(CC(=O)Nc1ccccc1Br)C(=O)c1ccc(COc2ccccc2)cc1	6%	-8%	-0.3%	-5%	5%	10%	6	20%	53%	1%
CCOc1ccc(CC(=O)NNC(=S)NC)cc1Br	0%	-20%	0.0%	-12%	1%	3%	-1	-1%	18%	-1%
Cc1cccc(NC(=O)CN(C)C(=O)c2ccc3ccccc3n2)c1C	?	4%	-2.4%	·	0%	1%	9	1%	52%	-5%
Cc1ccc(C(C(=O)NC(C)(C)C)N(CC2CCCO2)C(=O)Cn2nnc(-c3ccc(C)o3)n2)cc1 (configuration not stated)	10%	-21%	-0.3%	-6%	-8%	-3%	-3	15%	-30%	-1%
O=C(CCCN1C(=O)/C(=C/c2ccccc2)SC1=S)Nc1ccc(O)cc1	?	-34%	-0.1%	16%	-1%	-9%	28	-11%	-40%	4%
C=CCN1C(=O)CSC1=Nc1ccc(C(=O)O)cc1	-13%	-7%	-0.5%	-1%	0%	20%	-7	2%	-6%	-4%
CSc1ccc(Cl)c(C(=O)OCC(=O)N(C)CCC#N)c1	0%	-13%	-0.1%	8%	-5%	-2%	0	-5%	-7%	-14%
COc1ccc(CNC(=O)[C@@H](NC(=O)C2CCN(S(=O)(=O)c3ccc(C)cc3)CC2)C(C)C)cc1OC	1%	7%	-0.1%	5%	0%	-2%	-1	16%	0%	-1%
CC(=O)Nc1ccc(S(=O)(=O)N(C)CC(=O)OCC(=O)N2CC(C)OC(C)C2)cc1 (configuration not stated)	5%	?	-0.2%	·	-4%	-4%	-5	9%	0%	1%
C[C@@H](C(=O)Nc1ccc(OC(F)F)c(Cl)c1)N1C(=O)C2CC=CCC2C1=O (some centres not stated)	-4%	-5%	-0.3%	·	-1%	-7%	·	-2%	-17%	-8%[46.1 µM]
O=C(CN1CCCCCC1)Nc1ccc(Oc2ccccc2)cc1	1%	-9%	-0.3%	5%	3%	15%	27	5%	6%	-3%
Cc1c(S(=O)(=O)c2ccccn2)c(N)n(Cc2ccccc2Cl)c1C	?	-2%	-0.6%	2%	-2%	-7%	-1	-8%	-10%	3%
CCOC(=O)c1c(C)nc2c(c1C)c(=O)oc1ccccc12	?	-20%	0.9%	-10%	-4%	?	?	3%	17%	-3%[46.1 µM]
NC(=O)C1CC2(C1)CC(C(N)=O)C2 (configuration not stated)	·	-6%	·	·	0%	·	·	·	-3%	0%
Cc1ccc(C(=O)NC(O)C(Cl)Cl)cc1 (configuration not stated)	16%	-17%	-0.7%	0%	5%	17%	1	6%	-35%	-3%
COc1ccccc1OCC(=O)N1CCN(c2ccccc2OC)CC1	·	17%	·	10%	-4%	·	8	·	-4%	-4%
Oc1ccccc1/C=N/N1CCN(c2ccccn2)CC1	?	-15%	-0.1%	-1%	-2%	16%	?	-5%	10µM*	1%
COc1cc(/C=C(/C#N)c2ccc(F)cc2)ccc1OCc1ccc(C(=O)O)o1	-13%	-47%[inhibitor]	-0.1%	?	0%	9%	3	-1%	-41%	-5%
Cc1ccsc1C(=O)NCc1ccc(F)cc1	-14%	-19%	-0.4%	-4%	0%	6%	1	-5%	8%	10%
CCOC(=O)C1C(=O)C=C(c2cccs2)CC1c1ccccc1C (configuration not stated)	?	10%	0.1%	4%	-1%	27%	17	0%	-37%	4%[46.1 µM]
O=C1CC(C(=O)O)c2ccccc2N1 (configuration not stated)	0%	21%[7.66 µM]	-0.4%	15%	0%	3%	2	6%	-1%	0%
CN(CC(=O)Nc1c(Cl)cccc1Cl)C(=O)c1cccc(-n2cccc2)c1	-2%	15%	0.0%	·	-9%	-8%	1	2%	-4%	5%
CCCCN(C)C(=O)c1cc2cc3cc(OC)ccc3nc2o1	?	5%	-0.5%	5%	-4%	13%	7	11%	6.3µM*	2%
O=C(N=C1SC2CS(=O)(=O)CC2N1c1cccc(F)c1)C1CC1 (configuration not stated)	18%	?	-0.5%	0%	0%	-3%	-7	-7%	-7%	2%
O=C(COc1nc2ccccc2nc1N1CCOCC1)Nc1cccc(S(=O)(=O)N2CCCCC2)c1	-14%	-25%	-0.1%	10%	-5%	8%	4	-3%	-32%	4%[46.1 µM]
CC1CCCN(S(=O)(=O)c2cnc[nH]2)C1 (configuration not stated)	-4%	12%	0.0%	34%[activator]	-7%	-3%	1	-12%	0%	9%
